Screening data: PubChem BioAssay, several laboratories
NR5A2 inv ag – inverse agonists of human LRH-1 (NR5A2). HEK293T StAR-luciferase reporter, LRH-1 transfected, 24 h. hit rate 0.13% among 360,000. O00482. AID 602396. inhibition, % at 3.6 µM;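 active = inhibition above the mean inhibition of all tested compounds plus 3 SD, cut at about 73% in these data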;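 note: 0% = DMSO wells and 100% = reporter-only cells lacking LRH-1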
TWEAK-Fn14 inh – blocks TWEAK-Fn14 interaction in a reporter cell assay. TWEAK-stimulated Fn14 reporter cells, luciferase luminescence, 8 h. inhibition, % at 10 µM. hit rate 2% among 360,000. AID 1159606; in the data active = inhibition above about 50%
NR2F2 inh – inhibitors of human COUP-TFII (NR2F2). P24468. HEK293T NGFI-A luciferase reporter, luminescence. inhibition, % at 8.6 µM. hit rate 0.7% among 370,000. AID 686940;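 active = inhibition above a per-plate cutoff, mean inhibition of test wells between control levels plus 3 SD, cut at about 38% in these data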;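 note: cells cotransfected with COUP-TFII expression vector driving the NGFI-A reporter; 0% = median of COUP-TF2 test wells and 100% = reporter-only cells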
EBV LMP1 NFkB – inhibitors of Epstein-Barr LMP1-induced NF-kappaB reporter. inhibition, % at 12.5 µM. hit rate 0.69% among 350,000. AID 504558. LMP1-induced NF-kappaB luciferase reporter cells, luminescence; in the data active = inhibition above about 41%;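 note: 0% = neutral control wells and 100% = reference inhibitor control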
KKLEB cytotox – counter-screen for CF NF-kB inhibitors: cytotoxicity; KKLEB CF airway cells viability, ATPlite luminescence, overnight; stronger effect = lower value; cells stimulated with P. aeruginosa culture filtrate; activity change (cytotoxicity), % at 5 µM; hit rate 0.36% among 360,000;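 active = corrected activity change at or below -50% at 5 µM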
SRC3 inh – inhibits human SRC3 coactivator; inhibition, % at 3.6 µM; AID 588352; HEK293 GAL4-SRC3 luciferase reporter, luminescence; hit rate 0.17% among 360,000;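 active = inhibition above a per-campaign cutoff, the mean of all compounds plus 3 SD, cut at about 60% in these data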;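 note: 0% = DMSO-treated cells and 100% = gossypol-treated cells at 36 µM; higher means less SRC3-driven luciferase light from the GAL4 reporter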
CF NFkB block – cystic fibrosis NF-kB activation inhibition; inhibition, % at 5 µM; KKLEB NF-kB-GFP reporter, PAF-induced, GFP fluorescence overnight; hit rate 0.86% among 360,000;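 active = at least 50% inhibition at 5 µM, scaled per plate between neutral and stimulator controls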;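 note: PAF is a Pseudomonas aeruginosa culture filtrate used as stimulus; plate controls were PAF-stimulated DMSO wells for no effect and unstimulated DMSO wells for full effect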
TROY NFkB inh – blocks TROY-dependent signaling in reporter cells; Q293 LMP1-TROYcd NF-kB luciferase reporter, 4 h; inhibition, % at 10 µM; hit rate 0.98% among 360,000;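 active = compounds whose plate-normalised and pattern-corrected inhibition of the luciferase reporter signal at the single screening dose is 50% or more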
NCOA2 inhibitor – inhibits human steroid receptor coactivator 2. AID 651957. Q15596. HEK293 GAL4-SRC2 luciferase reporter, luminescence. hit rate 0.17% among 370,000. inhibition, % at 9 µM;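 active = inhibition above the mean inhibition of all tested compounds plus 3 SD, set per campaign, cut at about 52% in these data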;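 note: 0% = DMSO treated cells and 100% = cells given Gossypol at 36 µM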
C8 TRAIL sens – sensitizes caspase-8 expressing cells to TRAIL. NB7+C8 cells + TRAIL, ATPlite viability luminescence. inhibition (viability loss, TRAIL sensitization), % at 10 µM. hit rate 1% among 360,000;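 active = compounds causing at least 50% loss of cell viability in the single-dose screen, relative to plate controls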
NCOA1 inh – human NCOA1 inhibition; HEK293 GAL4-SRC1 luciferase reporter, luminescence; inhibition, % at 3.6 µM; Q15788; AID 588354; hit rate 0.12% among 360,000;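 active = inhibition above the campaign mean plus 3 SD, with each screening campaign given its own cutoff, cut at about 60% in these data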;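 note: 0% = DMSO treated cells and 100% = gossypol at 36 µM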
The depositor's hits bear a star; · = not tested or not shown; & = joins results of further samples.

SMILES | NR5A2 inv ag | TWEAK-Fn14 inh | NR2F2 inh | EBV LMP1 NFkB | KKLEB cytotox | SRC3 inh | CF NFkB block | TROY NFkB inh | NCOA2 inhibitor | C8 TRAIL sens | NCOA1 inh
CS(=O)(=O)N1CCc2cc(C(=O)N3CCN(c4ccccc4F)CC3)ccc21 | -9 | 16 | 1 | -1 | -12 | 8 | -9 | -20 | -3 | -1 | 8
CC(=O)Nc1ccc(NC(=O)c2nc(S(=O)(=O)Cc3ccccc3)ncc2Cl)cc1 | -18 | 58* | -36 | -3 | -77* | -53 | 96* | 48 | -10 | 16 | -44
O=C(N/N=C/c1c(-c2ccccc2)[nH]c2ccccc12)c1cccnc1 | -5 | 9 | -31 | -27 | -12 | -13 | 20 | -25 | -19 | -13 | -33
O=C(CCS(=O)(=O)c1ccccc1)OCC(=O)N1CCN(S(=O)(=O)c2ccc(Cl)cc2)CC1 | -5 | 11 | 7 | 17 | 3 | -10 | -2 | -3 | 3 | 3 | -7
CCS(=O)(=O)N1CCCC(C(=O)NCCCOC(C)C)C1 (stereo unspecified) | 19 | 4 | -12 | -17 | -2 | 2 | -9 | 6 | -5 | 9 | -11
COc1ccc2c(c1)-c1nc(/N=C/c3ccccc3O)sc1CC2 | 19 | -5 | 1 | -2 | -2 | 4 | -21 | -32 | -32 | -7 | 7
Cn1c(SCC(=O)NNC(=O)c2ccccc2Br)nnc1C(F)(F)F | 16 | 14 | -6 | -6 | -7 | 2 | 8 | -5 | -6 | -2 | 0
COc1cc2ccccc2cc1C(=O)NC(=S)Nc1cc(C(=O)O)ccc1C | -14 | 10 | 10 | 12 | 6 | -10 | 12 | 11 | -1 | 0 | 19
Cc1nc(NCC2CCCO2)c2nnn(Cc3ccccc3Cl)c2n1 (stereo unspecified) | -1 | -7 | · | -1 | -16 | 14 | -1 | -4 | · | -24 | 3
COC(=O)c1cc(Br)c(N)cc1OC | 0 | 9 | 2 | 5 | -11 | -4 | -6 | 1 | -5 | 0 | -8
Cc1cccn2c(NCc3ccc4c(c3)OCO4)c(-c3ccc(O)cc3)nc12 | 13 | -32 | 8 | -10 | 9 | 2 | -21 | -3 | 9 | 2 | 2
O=C1NC[C@@H](CCCCN2CCN(CC3CCCCC3)C(=O)C2=O)N(Cc2ccccc2)C1=O | 15 | 9 | 11 | · | · | · | · | 12 | -9 | -7 | ·
O=C(Nc1ccccc1NC(=O)c1ccco1)c1ccccc1 | -6 | 10 | 2 | -1 | -1 | -18 | -10 | 16 | 7 | 12 | 2
O=C(Nc1cc(C(F)(F)F)ccc1N1CCOCC1)c1cccnc1 | 26 | 1 | 10 | -6 | -7 | 23 | -12 | 8 | 15 | -13 | -7
CC(=O)Nc1ccccc1NS(=O)(=O)c1cccc([N+](=O)[O-])c1 | -7 | -13 | 11 | 2 | 7 | -1 | 6 | -12 | 6 | 2 | 3
Cc1ccc(-c2c[n+](CC(=O)Nc3ccccc3C)c3n2CCC3)cc1 | 9 | 5 | -2 | -8 | 2 | 14 | 5 | 5 | 18 | 1 | 11
Cn1cccc1CC(=O)N/N=C\c1c2ccccc2cc2ccccc12 | 20 | 5 | 9 | -2 | 11 | 2 | -19 | -47 | -29 | 4 | 0
COc1ccc2[nH]c(=O)c(COC(=O)c3ccco3)cc2c1 | -37 | 7 | 1 | 8 | -2 | -22 | -7 | -11 | 0 | -8 | -1
COc1ccc(NS(=O)(=O)c2cccs2)cn1 | -5 | 14 | -9 | 2 | -4 | -9 | 5 | 17 | 12 | -2 | -38
O=C(C[n+]1ccccc1)N/N=C/c1ccco1 | -13 | -6 | 21 | -1 | 5 | 13 | -10 | -9 | -32 | -6 | 0
COc1nc(N/N=C/c2ccccc2F)nc(N2CCCCC2)n1 | 25 | -4 | 3 | 1 | -1 | -24 | -2 | -2 | -44 | -26 | -18
O=C(COc1ccc2ccccc2c1)Nc1cccc(C(=O)Nc2ccccc2C(=O)O)c1 | -7 | -1 | -3 | -5 | 2 | 3 | 2 | 15 | 11 | 5 | -15
O=C(/C=C/[C@H]1O[C@@H](n2ccc(=O)[nH]c2=O)[C@H](O)[C@@H]1O)N1CCN(CCc2ccccc2)CC1 | -1 | 3 | -29 | · | 2 | 18 | 2 | -9 | -16 | 1 | 8
COc1ccc(S(=O)(=O)N2CCOCC2)cc1NC(=O)CCc1nc2ccccc2c(=O)[nH]1 | 1 | 7 | 9 | 4 | -3 | 21 | -7 | 8 | 11 | 7 | 14
Cc1ccccc1S(=O)(=O)Cc1ccc(C(=O)NCc2ccc(F)cc2)o1 | 24 | -9 | 11 | 1 | 7 | 10 | -1 | -15 | -10 | 6 | 1
CSc1ccccc1NC(=O)CN(C)CC(=O)Nc1c(F)cccc1F | 6 | 1 | 2 | 2 | 4 | 11 | -4 | 10 | -15 | 3 | 9
CN(C)S(=O)(=O)c1ccc(Oc2ccccc2)cc1 | 11 | 1 | 11 | -6 | 12 | 7 | -13 | -14 | -29 | -6 | -9
CCC1(CC)NC(=O)N(CC(=O)N2CCc3ccccc32)C1=O | -4 | -8 | -14 | -4 | 1 | -13 | -27 | -5 | 11 | 4 | 2
CCC(C)Sc1cc(-c2nc3ccc(Cl)cn3c2NC2CCCCC2)ccc1OC (stereo unspecified) | 14&4 | -16&-2 | 9&26 | 8 | -7 | 6 | 34 | -32&-7 | 23&-11 | 20&6 | 1
O=C1CC(N2CCN(c3ccc(C(=O)c4ccc(F)cc4)cc3)CC2)C(=O)N1 (stereo unspecified) | 23 | -29 | -7 | -5 | 0 | 26 | 3 | -22 | -33 | 13 | 4
CC(C)CC(=O)Nc1nnc(S(=O)(=O)N(C)Cc2ccco2)s1 | 1 | 9 | · | 3 | 8 | 10 | -8 | -2 | · | -9 | 9
Cc1ccccc1NC(=O)/C(=C/c1ccccc1)c1ccccc1 | -9 | -13 | 2 | 9 | 5 | 19 | -3 | -16 | -9 | 5 | 6
O=C(Nc1ccc(-n2ccnc2P(=O)(O)c2ccccc2)cc1)c1ccccc1Cl | -1 | 2 | -2 | -1 | 7 | 11 | -3 | 8 | -17 | 0 | -3
CSc1ccccc1NC(=O)C1=CC(c2ccc(C)cc2)=NS(=O)(=O)N1C | 2 | 19 | -2 | -6 | -14 | 3 | -10 | 4 | -11 | 6 | 6
Cc1cc(Cl)ccc1OCCCC(=O)Nc1cc(S(=O)(=O)N2CCOCC2)ccc1N1CCOCC1 | -3 | -10 | 0 | 3 | -24 | 13 | 2 | -12 | -21 | -3 | 10
COc1cc2c3c(c1)C1(C(=O)N3C(C)(C)C=C2C)C(C#N)=C(N)Oc2cc(C)oc(=O)c21 (stereo unspecified) | 20 | -11 | 14 | 1 | 0 | 5 | 11 | -8 | -3 | 0 | -6
COc1cccc(CC2(CO)CCN(Cc3cnc(-c4cccc(C)c4)nc3)CC2)c1 | 0 | 22 | 36 | -1 | -10 | 5 | 10 | 17 | 4 | 11 | -14
COc1ccc(NC(=S)N2CCC(N(C)CCN3CCOCC3)CC2)cc1 | 0 | 8 | 6 | 2 | -35 | 13 | -17 | 12 | 9 | 7 | -4
COC(=O)c1sc(C(=O)OC)c(C(=O)OC)c1C(=O)OC | -5 | -7 | 1 | 1 | 9 | 4 | -9 | 12 | 17 | 15 | 6
CCCn1c(SCC(=O)NCCc2ccc(OC)c(OC)c2)nc2c1c(=O)n(C)c(=O)n2C | 31 | 6 | -27 | -4 | 9 | 6 | -13 | 12 | 8 | 7 | 6

For convenience, 10 of the compounds above:
SMILES | NR5A2 inv ag | TWEAK-Fn14 inh | NR2F2 inh | EBV LMP1 NFkB | KKLEB cytotox | SRC3 inh | CF NFkB block | TROY NFkB inh | NCOA2 inhibitor | C8 TRAIL sens | NCOA1 inh
CCC(C)Sc1cc(-c2nc3ccc(Cl)cn3c2NC2CCCCC2)ccc1OC (stereo unspecified) | 14&4 | -16&-2 | 9&26 | 8 | -7 | 6 | 34 | -32&-7 | 23&-11 | 20&6 | 1
O=C1CC(N2CCN(c3ccc(C(=O)c4ccc(F)cc4)cc3)CC2)C(=O)N1 (stereo unspecified) | 23 | -29 | -7 | -5 | 0 | 26 | 3 | -22 | -33 | 13 | 4
CC(C)CC(=O)Nc1nnc(S(=O)(=O)N(C)Cc2ccco2)s1 | 1 | 9 | · | 3 | 8 | 10 | -8 | -2 | · | -9 | 9
Cc1ccccc1NC(=O)/C(=C/c1ccccc1)c1ccccc1 | -9 | -13 | 2 | 9 | 5 | 19 | -3 | -16 | -9 | 5 | 6
O=C(Nc1ccc(-n2ccnc2P(=O)(O)c2ccccc2)cc1)c1ccccc1Cl | -1 | 2 | -2 | -1 | 7 | 11 | -3 | 8 | -17 | 0 | -3
CSc1ccccc1NC(=O)C1=CC(c2ccc(C)cc2)=NS(=O)(=O)N1C | 2 | 19 | -2 | -6 | -14 | 3 | -10 | 4 | -11 | 6 | 6
Cc1cc(Cl)ccc1OCCCC(=O)Nc1cc(S(=O)(=O)N2CCOCC2)ccc1N1CCOCC1 | -3 | -10 | 0 | 3 | -24 | 13 | 2 | -12 | -21 | -3 | 10
COc1cc2c3c(c1)C1(C(=O)N3C(C)(C)C=C2C)C(C#N)=C(N)Oc2cc(C)oc(=O)c21 (stereo unspecified) | 20 | -11 | 14 | 1 | 0 | 5 | 11 | -8 | -3 | 0 | -6
COc1cccc(CC2(CO)CCN(Cc3cnc(-c4cccc(C)c4)nc3)CC2)c1 | 0 | 22 | 36 | -1 | -10 | 5 | 10 | 17 | 4 | 11 | -14
COc1ccc(NC(=S)N2CCC(N(C)CCN3CCOCC3)CC2)cc1 | 0 | 8 | 6 | 2 | -35 | 13 | -17 | 12 | 9 | 7 | -4

(cont.)
SMILES | NR5A2 inv ag | TWEAK-Fn14 inh | NR2F2 inh | EBV LMP1 NFkB | KKLEB cytotox | SRC3 inh | CF NFkB block | TROY NFkB inh | NCOA2 inhibitor | C8 TRAIL sens | NCOA1 inh
C[C@H](CO)N1C[C@H](C)[C@@H](CN(C)S(=O)(=O)c2ccccc2)Oc2c(NC(=O)NC3CCCCC3)cccc2C1=O | -9 | 20 | 10 | -4 | -16 | 5 | -5 | 21 | 13 | -10 | 0
CCOC(=O)C1CCN(CC(=O)Nc2ccc(OC)c(Cl)c2)CC1 | 14 | -7 | 10 | 10 | -6 | 20 | -9 | 13 | -30 | 1 | 9
c1ccc(-c2nc3ccccc3[nH]2)nc1 | -104 | 14 | -25 | -9 | -3 | -80 | -2 | -44 | -28 | 18 | -91
Cc1ccc(C(O)c2ncc(-c3ccc(F)cc3)[nH]2)c(C)c1 (stereo unspecified) | -1 | -6 | -1 | · | 9 | -7 | 1 | 5 | 16 | -6 | -8
COC1OCC(O)C(NC(=O)N(C)N=O)C1O (stereo unspecified) | 5 | 6 | 2 | 4 | -4 | -2 | -16 | -11 | 3 | -13 | -6
O=C(CSc1nc2c(c(=O)n1-c1ccccc1)SCC2)NCC1CCCO1 (stereo unspecified) | 9 | -5 | -3 | -15 | 6 | 14 | -6 | -18 | 17 | -4 | 15
